Assay outcomes deposited in PubChem BioAssay by Sanford-Burnham Center for Chemical Genomics.
Apaf-1 inh: inhibitors of human Apaf-1 apoptosome | AID 489030 | O14727 | inhibition, % at 20 µM | reconstituted apoptosome caspase-3 activity, DEVD-Rh110 fluorescence | 330,000 tested, 0.71% active; active = inhibition of at least 40% at 20 µM;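 also: plate controls were DMSO wells for no effect and DEVD-CHO caspase inhibitor wells for full effect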
Target sequence (O14727 whole entry, looked up): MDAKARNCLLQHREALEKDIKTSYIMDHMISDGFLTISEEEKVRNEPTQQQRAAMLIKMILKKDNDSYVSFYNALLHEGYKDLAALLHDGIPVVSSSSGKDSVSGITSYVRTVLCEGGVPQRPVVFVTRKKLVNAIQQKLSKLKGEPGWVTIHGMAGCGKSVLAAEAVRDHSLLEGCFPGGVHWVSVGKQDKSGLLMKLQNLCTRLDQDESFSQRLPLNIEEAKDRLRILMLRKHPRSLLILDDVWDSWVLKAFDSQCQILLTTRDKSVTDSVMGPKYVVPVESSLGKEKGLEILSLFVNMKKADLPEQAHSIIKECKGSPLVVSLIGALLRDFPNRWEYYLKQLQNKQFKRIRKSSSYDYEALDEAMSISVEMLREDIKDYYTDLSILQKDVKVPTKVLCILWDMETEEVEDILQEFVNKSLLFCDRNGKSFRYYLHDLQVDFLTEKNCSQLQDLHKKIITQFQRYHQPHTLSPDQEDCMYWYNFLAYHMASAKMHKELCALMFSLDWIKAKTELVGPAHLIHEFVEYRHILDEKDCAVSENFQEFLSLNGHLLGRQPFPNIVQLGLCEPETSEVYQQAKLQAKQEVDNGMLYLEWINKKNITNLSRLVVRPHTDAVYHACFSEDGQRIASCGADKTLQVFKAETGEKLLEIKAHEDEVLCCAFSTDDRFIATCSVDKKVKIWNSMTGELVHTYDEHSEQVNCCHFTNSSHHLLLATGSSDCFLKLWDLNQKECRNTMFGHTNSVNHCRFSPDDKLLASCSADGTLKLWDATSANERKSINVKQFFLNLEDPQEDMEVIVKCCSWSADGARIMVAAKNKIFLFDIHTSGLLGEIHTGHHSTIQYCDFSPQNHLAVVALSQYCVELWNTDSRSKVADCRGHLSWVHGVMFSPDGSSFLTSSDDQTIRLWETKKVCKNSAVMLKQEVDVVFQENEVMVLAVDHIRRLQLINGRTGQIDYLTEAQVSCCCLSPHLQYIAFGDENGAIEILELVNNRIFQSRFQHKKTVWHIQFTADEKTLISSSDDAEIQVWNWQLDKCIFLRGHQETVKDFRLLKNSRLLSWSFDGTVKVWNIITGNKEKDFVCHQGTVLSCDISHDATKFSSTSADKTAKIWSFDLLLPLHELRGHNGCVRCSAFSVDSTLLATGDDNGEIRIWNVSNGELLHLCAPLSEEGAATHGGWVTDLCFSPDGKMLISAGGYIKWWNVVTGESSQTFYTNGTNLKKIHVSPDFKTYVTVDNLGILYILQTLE
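Material: cell-free apoptosome with Apaf-1, procaspase-3 and caspase-9; Buffer or medium: Hepes pH 7.5 with detergent and BSA; Reagent: cytochrome c trigger plus (Z-DEVD)2-Rh110 caspase-3 substrate; Times: compound with Apaf-1, dATP, procaspase-3 30 min, then 50 min reaction, room temperature; Technique: Rh110 fluorescence intensity.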
SENP7 block: inhibitors of human SENP7 protease; 330,000 tested, 1.5% active; inhibition, % at 5 µM; AID 434973; recombinant SENP7, Z-RLRGG-aminoluciferin luminescence, 40 min;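 active = inhibition above about 50% at the single test dose, limit read from the data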;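 also: plate controls were DMSO with enzyme for no effect and no enzyme buffer wells for full effect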
UBC13 polyUb: human UBC13 polyubiquitination inhibition; UBC13 polyubiquitin chain formation, TR-FRET; 330,000 tested, 0.47% active; inhibition, % at 20 µM; AID 485273; P61088; in the data active = inhibition above about 45%, passing the limit was not always enough
SENP1 inh: SENP1 (human) catalytic domain inhibition; Q9P0U3; recombinant SENP1 catalytic domain, CyPet-SUMO1-YPet FRET cleavage; inhibition, % at 10 µM; 360,000 tested, 0.21% active;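 active = inhibition at least 30% at 10 µM, raw YFP signal under a set limit, fluorescence ratio 0.5 to 1.5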;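 also: 0% = enzyme with DMSO and 100% = no enzyme wells; some results filed as inactive read as strong as hits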
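Material – human SENP1 catalytic domain · Input – SENP1 enzyme, 20 pM final · Compound dosing – single concentration of 10 µM compound, 0.5% DMSO final · Timing – enzyme reaction for 50 min at room temperature, dark · Measured by – FRET fluorescence in CFP and YFP emission channels · Control set – no-enzyme wells low, DMSO-plus-enzyme wells high control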
SENP8 block-1: blocks the human protease SENP8; Q96LD8; purified SENP8, Z-RLRGG-aminoluciferin cleavage, luminescence; inhibition, % at 10 µM; 330,000 tested, 1.2% active; AID 2540; in the data active = inhibition above about 50%
SENP6 inh: SENP6 protease inhibition. Recombinant SENP6 catalytic domain, aminoluciferin luminescence. inhibition, % at 10 µM. 330,000 tested, 1.8% active;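 active = inhibition above about 50% at the single tested dose, limit read from the data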;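 also: plate controls were DMSO wells with enzyme for no effect and DMSO wells lacking enzyme for full effect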
A3G deaminase: inhibitors of human APOBEC3G DNA deaminase; Q9HC16; recombinant A3G, ssDNA deamination FAM/TAMRA fluorescence; inhibition, % at 20 µM; 330,000 tested, 0.28% active; AID 493012;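 active = inhibition of at least 40% at 20 µM, with no more than 30% in the related APOBEC3A deaminase screen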;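 also: plate controls were DMSO wells with A3G for no effect and wells lacking A3G enzyme for full effect; some compounds called inactive have numbers as strong as hits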
SENP8 block-2: SENP8 (human) protease inhibition; Q96LD8; recombinant SENP8, Nedd8 substrate fluorescence; inhibition, % at 20 µM; 360,000 tested, 0.64% active; AID 602440; in the data active = inhibition mostly above about 40%, no sharp cut-off; inactive = mostly below about 27%
* = called active by the depositor; · = no result given. A portion of the library, so the mix of outcomes need not match the whole.

SMILES	Apaf-1 inh	SENP7 block	UBC13 polyUb	SENP1 inh	SENP8 block-1	SENP6 inh	A3G deaminase	SENP8 block-2
O=c1[nH]c(O)c(C=NC2CCN(Cc3ccccc3)CC2)c(=O)[nH]1	5	0	-1	0	1	-8	-8	25
CCOC(=O)c1ccc(NC(=O)C2C3C=CC(O3)C2C(=O)O)cc1 (centres undefined)	0	-6	-4	·	-17	-11	0	·
CCCC[C@@H](C)C[C@@H](C)C(=O)N(C)[C@@H](CC(C)C)C(=O)N[C@H](C(=O)N(C)[C@H](C(=O)N1C[C@@H](O)C[C@H]1C(=O)N1C(=O)C=C[C@@H]1C)C(C)C)C(C)OC(C)=O (some centres undefined)	12	2	23	0	2	5	-6	1
COC(=O)C1=C(c2cc3ccccc3s2)C[C@@H]2CC[C@H]1N2C(=O)NCC1CC1	5	-11	8	1	-5	-14	-10	7
COC(=O)C1=C(c2c(C)noc2C)C[C@@H]2CC[C@H]1N2C(=O)N1CCC(O)(c2ccc(Cl)cc2)CC1	11	5	6	0	6	6	-7	18
O=C(O)c1cc[c]([Hg][Cl])cc1	-5	12	2	-3	2	6	92	2
CCOS(C)(=O)=O	-3	-4	-6	-3	-10	-2	-9	3
COc1ccc(-c2cc(C(F)(F)F)n3nc(C(=O)N4CCC5(CC4)OCCO5)cc3n2)cc1OC	2	2	-3	-15	-2	-14	0	-455
Cc1ccc2cc3cc(C(=O)N4CCC5(CC4)OCCO5)oc3nc2c1	-3	2	2	0	-3	-3	-4	-274
Clc1cccc(Cl)c1Cl	-5	-1	6	-3	5	-2	-12	14
COc1ccc(-n2c(/C=C/c3ccc(O)c(O)c3)nc3ccccc3c2=O)cc1	9	-1	-13	-25	7	-1	-15	-284
O=C1c2ccccc2C2(c3ccc(Cl)cc3)NCCN12 (centres undefined)	-3	-5	0	1	-9	-6	0	33
O=C1NC(=S)NC(=O)C12C(c1ccc(F)cc1)NC(=S)NC2c1ccc(F)cc1 (centres undefined)	3	0	11	0	-4	-13	-6	13
CC/C(=N\Nc1ccccc1)c1c(O)n(-c2ccccc2)c(=O)[nH]c1=O	23	-12	-2	-1	-3	-25	5	28
COc1ccc(C(=O)C2CCCN(C3CSCCSC3)C2)c(C)c1 (centres undefined)	7	-4	2	-1	-10	-15	-7	4
C[C@@H]1CN(C2CCC(C#N)(c3ccc(F)cc3)CC2)CC[C@]1(C(=O)O)c1ccccc1 (some centres undefined)	-4	8	4	2	8	7	-3	17
COC(=O)C1=C(c2c(C)noc2C)C[C@@H]2CC[C@H]1N2C(=O)N1CCCCC1	-5	7	2	1	0	-5	-2	-4
Cc1cc(O)c(CN2CCN(c3ccccc3)CC2)cc1C	8	2	2	-2	-4	-7	6	7
Cc1cccc(NP(=O)(Oc2ccccc2F)Oc2ccccc2F)c1C	11	6	12	1	-2	-5	4	11
CCN1C[C@@]2(COC)C3[C@@H](OC)[C@H]4[C@@H]1[C@@]3(C1C[C@@]3(O)[C@H](OC(=O)c5ccccc5)C1[C@]4(OC(C)=O)[C@@H](O)[C@H]3OC)[C@@H](OC)C[C@H]2O (some centres undefined)	-7	3	5	-4	6	4	-7	3
Cc1ccc2c(c1)C1CN(C)CCC1N2C(=O)/C=C/c1ccc2c(c1)OCO2 (centres undefined)	3	3	-12	1	-6	-4	-5	12
CC1(C)C[C@H]2C=C(C=O)[C@]3(C=O)C[C@]3(C)[C@H]2C1	24	5	-29	6	6	8	-5	33
COc1ccc(Cl)cc1C(=O)C1CCCN(Cc2cnc(C)s2)C1 (centres undefined)	10	4	7	1	1	-5	-7	7
CCOc1cc2c(cc1OCC)-n1cccc1C(c1c(O)cccc1OC)NC2 (centres undefined)	8	-12	2	1	-11	-16	-3	13
C=C(C)[C@@H]1C2C(=O)O[C@H]1[C@H]1OC(=O)[C@@]34OC3C[C@]2(O)[C@@]14C (some centres undefined)	-8	-7	-20	1	-8	-12	-3	11
CC[C@]12C=CCN3CCC4(c5cc(Br)c(OC)cc5N(C)C4[C@@](O)(C(=O)OC)[C@@H]1OC(C)=O)C32 (some centres undefined)	-6	4	-3	3	-4	-10	16	10
CC(=O)NC1C(OC(=O)Cc2ccccc2)OC(COC(C)=O)C(OC(C)=O)C1OC(C)=O (centres undefined)	3	-12	-3	1	-8	-23	-3	1
CCOC(=O)C(O)(c1ccc(NC(=O)NC2CCCCC2)cc1)C(F)(F)F (centres undefined)	2	-4	10	-1	0	-24	-5	21
COC(=O)C1=C(c2ccc(OC(F)(F)F)cc2)C[C@@H]2CC[C@H]1N2C(=O)NCCOc1ccccc1Cl	35	-6	0	2	-14	-14	-1	12
COc1c2c(cc3c1OCO3)CCN(C)C2	-8	-7	-6	3	-3	2	-4	3
C/C(=C/C=C/[C@@H](C)C(=O)O)[C@H]1CN[C@H](C(=O)O)[C@H]1CC(=O)O	-7	-8	-1	-9	0	4	-3	16
Cc1cc(C)c(-n2c(O)c(/C=N/N3CCCCC3c3cccnc3)c(=O)[nH]c2=O)c(C)c1 (centres undefined)	-9	1	-2	-8	-9	-15	-11	7
O=C(NC1CC1)c1cn(Cc2ccccc2)nc1-c1ccccc1	-8	2	2	1	8	8	-10	-2
COC(=O)C1=C(c2ccc(Cl)c(C(F)(F)F)c2)C[C@@H]2CC[C@H]1N2C(=O)N1CCOCC1	3	0	0	1	6	-16	-4	20
NCCc1ccc(O)cc1	7	-11	-7	-3	-16	-6	-8	23
CCC1(c2cccc(O)c2)CCCCN(C)C1 (centres undefined)	-4	0	-8	1	-3	-18	-4	2
O=C1NC(=O)C(CCc2ccncc2)(Cc2ccc3c(c2)OCO3)C(=O)N1CCc1ccccc1 (centres undefined)	26	12	0	2	1	2	3	29*
NC1=NC(c2cccnc2)n2c(nc3ccccc32)N1 (centres undefined)	-13	2	3	·	3	-19	-6	·
CC(Oc1ccc(-c2ccccc2)cc1)C(=O)O (centres undefined)	7	-16	-15	1	-11	-6	-6	19
CN1CCN(c2ccc(C(F)(F)F)cc2N)CC1	3	3	2	1	-2	-13	-9	12
Cn1c(=O)c2c(ncn2CCCl)n(C)c1=O	-6	12	-8	1	-9	-4	1	30
Cn1c(O)c(C=NCCCN2CCCC2=O)c(=O)n(C)c1=O	-16	-4	8	1	4	2	-1	4
CC(=O)Nc1ccc(C2CN(C)CC2C(=O)c2ccc(Cl)cc2)cc1 (centres undefined)	14	-8	-2	-1	-13	-23	-11	10
CC(C)OS(C)(=O)=O	-5	1	4	-1	13	-2	-8	6
O=C(c1cccc(C(F)(F)F)c1)N1C[C@H]2C[C@@H](C1)c1cccc(=O)n1C2	0	12	-4	1	-10	-11	-2	38
COc1ccc(C[C@H]2NC[C@H](O)[C@H]2OC(C)=O)cc1	3	-4	7	0	2	-12	0	4
COc1ccc(CCNCc2c(OC)ccc3ccccc23)cc1	16	-4	6	-2	3	5	-1	8
CCN(CC)CCCN=Cc1c(O)n(-c2cccc(C)c2C)c(=O)[nH]c1=O	12	-12	-8	-1	-7	-13	-7	22
CN(C)c1ccc(N=Cc2c(O)n(CCC3=CCCCC3)c(=O)[nH]c2=O)cc1	5	0	-23	-24	-1	-7	-9	-19
O=C1NC(=O)N(CC2CCCO2)C(=O)/C1=C/c1cccs1 (centres undefined)	-3	-5	-2	-3	0	-4	-2	14

Remaining list, next part
SMILES	Apaf-1 inh	SENP7 block	UBC13 polyUb	SENP1 inh	SENP8 block-1	SENP6 inh	A3G deaminase	SENP8 block-2
O=c1c2ccccc2nc(-c2ccco2)n1-c1ccccn1	-3	-9	0	0	0	-20	-5	12
CNC(=O)Oc1ccc2ncccc2c1	-9	-5	6	-1	-3	-13	-6	4
O=P(NS(=O)(=O)c1ccccc1)(Oc1ccccc1)Oc1ccccc1	-2	4	4	3	1	-6	-2	8
CCOC(=O)C1CCN(C=C2C(=O)N(C)C(=S)N(C)C2=O)CC1	-1	6	1	2	2	1	0	9
CCC(C)C1N=C(c2ccccc2)c2cc(Cl)ccc2N(CC(=O)NCc2ccco2)C1=O (centres undefined)	2	14	-23	1	-7	0	-7	-2
